RBBP9 inhibitor – inhibitors of human serine hydrolase RBBP9; O75884; recombinant RBBP9, FP-Rh probe fluorescence polarization; inhibition, % at 7.94 µM; 0.2% of 220,000 active; AID 1515;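 active = inhibition above the campaign mean of all tested compounds plus 3 SD, cut at about 14% in these data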;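 note: plate controls were DMSO wells with RBBP9 for no effect and wells lacking RBBP9 protein for full effect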
Target sequence (O75884 whole entry, looked up): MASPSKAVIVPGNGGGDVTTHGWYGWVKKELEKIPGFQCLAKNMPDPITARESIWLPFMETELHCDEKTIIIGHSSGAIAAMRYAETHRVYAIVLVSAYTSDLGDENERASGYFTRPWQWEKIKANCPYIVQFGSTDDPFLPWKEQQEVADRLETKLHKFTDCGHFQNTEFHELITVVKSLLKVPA
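System: RBBP9 protein | Quantity: 2.5 µM RBBP9 dispensing solution, before mixing | Reagent: FP-Rh probe, 375 nM dispensing solution | Timing: Enzyme-compound preincubation 30 min, then probe labeling 45 min, 25 °C | Measured by: Fluorescence polarization | Read-out: % inhibition | Replication: One well per compound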
NPY1 pot ag – human NPY-Y1 potentiation or agonism, primary screen; P25929; NPY-Y1 expressing cells, potentiator/agonist activation; activation, % at 3.6 µM; 0.37% of 220,000 active; AID 1304; in the data active = activation above about 33%, passing the limit was not always enough;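 note: cells stimulated with NPY at EC10 then isoproterenol at EC100; 0% = low agonist plus stimulus and 100% = saturating agonist plus stimulus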
Target sequence (P25929 whole entry, looked up): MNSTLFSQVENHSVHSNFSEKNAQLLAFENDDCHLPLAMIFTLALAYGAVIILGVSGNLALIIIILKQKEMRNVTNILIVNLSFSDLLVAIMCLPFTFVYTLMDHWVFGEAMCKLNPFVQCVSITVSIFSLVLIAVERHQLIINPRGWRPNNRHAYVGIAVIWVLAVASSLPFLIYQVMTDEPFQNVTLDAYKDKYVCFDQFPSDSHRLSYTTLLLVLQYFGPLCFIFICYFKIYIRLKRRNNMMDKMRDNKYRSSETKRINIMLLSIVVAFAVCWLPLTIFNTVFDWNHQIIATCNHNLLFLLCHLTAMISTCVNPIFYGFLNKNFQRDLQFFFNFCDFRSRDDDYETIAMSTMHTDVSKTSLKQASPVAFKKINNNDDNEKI
S1P4 agonist – activates the human S1P4 receptor | 0.35% of 220,000 active | O95977 | AID 1509 | activation, % at 4.98 µM | S1P4-expressing cell line, agonist reporter assay; in the data active = activation above about 11%;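 note: 0% = DMSO vehicle and 100% = reference agonist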
Runt-CBFb FRET – blocks binding of human RUNX1 Runt domain to CBFb | Cerulean-Runt/Venus-CBFb FRET ratio 530/480, 1 h | inhibition, % at 20 µM | 0.46% of 220,000 active | Q01196+Q13951;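 active = inhibition over about 50% at 20 µM in the single-dose screen, limit read from the data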;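 note: 0% = DMSO wells and 100% = excess unlabeled CBFb competitor control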
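Buffer or medium: Tris pH 7.5 buffer with BSA. Assay system: Cerulean-labeled Runt domain protein. Amount: each fluorescent fusion protein 100 nM. Read-out basis: loss of energy transfer signal. Incubation: 1 h compound exposure, room temperature. Probe or stimulus: Venus-CBFb binding partner, 100 nM. Detection: FRET, excitation 422 nm, emission at 530 and 480 nm.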
NPY-Y1 antag – blocks the human neuropeptide Y Y1 receptor | P25929 | HEK293-CNG Y1 cells, membrane potential fluorescence; NPY at EC95, then isoproterenol | inhibition, % at 3.6 µM | 1% of 200,000 active | AID 1040;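 active = inhibition above the campaign mean inhibition of all tested compounds plus 3 SD, cut at about 20% in these data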;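 note: 0% = DMSO wells given NPY plus isoproterenol and 100% = isoproterenol alone without NPY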
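Material: HEK293 Y1/CNG channel cell line | Also added: NPY (25 nM), isoproterenol (1 µM), Ro 20-1724 (25 µM) | Compound: One concentration, 3.6 µM, in 0.4% DMSO | Schedule: 3 h dye uptake, 1 h room-temperature compound, 45 min post-isoproterenol | Signal: Membrane-potential fluorescent dye readout | Read-out: % inhibition of NPY effect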
NPY-Y2 PAM-ag – human NPY-Y2 potentiation or agonism, primary screen; P49146; cells expressing NPY-Y2, potentiator/agonist read-out; activation, % at 3.6 µM; 0.45% of 220,000 active; AID 1359; in the data active = activation above about 27%;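 note: cells stimulated with NPY near EC25 plus isoproterenol at EC100; 0% = vehicle plus submaximal agonist and 100% = vehicle plus saturating agonist; some results beyond the cut were filed as inactive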
Target sequence (P49146 whole entry, looked up): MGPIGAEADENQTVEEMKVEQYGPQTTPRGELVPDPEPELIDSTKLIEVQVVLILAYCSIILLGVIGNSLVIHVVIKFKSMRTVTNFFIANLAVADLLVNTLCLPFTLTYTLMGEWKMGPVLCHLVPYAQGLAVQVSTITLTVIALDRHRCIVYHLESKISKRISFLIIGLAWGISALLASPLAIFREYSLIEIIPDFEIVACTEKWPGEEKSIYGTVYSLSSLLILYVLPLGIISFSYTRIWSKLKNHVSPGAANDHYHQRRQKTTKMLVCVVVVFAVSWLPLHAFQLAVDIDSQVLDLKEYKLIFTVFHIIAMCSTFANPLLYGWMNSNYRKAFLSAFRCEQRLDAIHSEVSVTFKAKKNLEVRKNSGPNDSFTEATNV
S1P4 antagonist – antagonists of human S1P4 receptor; 0.26% of 220,000 active; inhibition, % at 4.98 µM; AID 1510; S1P4-expressing cells, antagonist mode, reporter read-out; O95977; in the data active = inhibition above about 29%;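 note: 0% = wells stimulated with agonist and 100% = vehicle wells without agonist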
BaF3 tox – counter-screen for JAK2V617F inhibitors: parental Ba/F3 viability inhibitors. CellTiter-Glo ATP luminescence. inhibition, % at 5.6 µM. 1.1% of 220,000 active;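 active = inhibition above a per-campaign cutoff, the mean inhibition of all tested compounds plus 3 SD, cut at about 27% in these data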;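 note: 0% = DMSO wells and 100% = JAK Inhibitor I control wells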
Ba/F3 V617F tox – lowers viability of Ba/F3 cells expressing EpoR and JAK2V617F | ATP luminescence | inhibition, % at 5.6 µM | 1.1% of 220,000 active | AID 1446;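 active = inhibition above the campaign mean plus 3 SD over all tested compounds, cut at about 24% in these data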;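 note: cytokine-independent growth of Ba/F3 cells driven by EpoR plus mutant JAK2; 0% = DMSO-treated cells and 100% = JAK inhibitor I control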
* = called active by the depositor; / = not tested or not shown. This is a random part of the collection, and some 3.6% of all compounds hit somewhere here.

| SMILES | RBBP9 inhibitor | NPY1 pot ag | S1P4 agonist | Runt-CBFb FRET | NPY-Y1 antag | NPY-Y2 PAM-ag | S1P4 antagonist | BaF3 tox | Ba/F3 V617F tox |
| --- | --- | --- | --- | --- | --- | --- | --- | --- | --- |
| COCCSc1ccccc1C(=O)N1CCN(Cc2ccccc2)CC1 | -5 | 0 | 13* | 0 | 0 | 3 | -10 | 7 | 4 |
| CCCC(=O)Nc1nnc(CC(=O)N2CCCC2)s1 | 1 | -4 | -1.6 | -1 | -4 | -2 | -13 | 8 | 7 |
| Cc1ccc(O)c(C(=O)c2cnc3c(c2)COc2ccc(C)cc2-3)c1 | -5 | -33 | 0.2 | -2 | 10 | -26 | -15 | 1 | 1 |
| CCOCCCNC(=O)c1cc2c(-c3ccc(Cl)cc3)nn(C)c2s1 | -14 | -18 | -0.7 | 0 | 2 | -9 | -19 | 5 | 0 |
| COc1ccc(/C=C/C(=O)Nc2ccccc2)cc1S(=O)(=O)N1CCOCC1 | 37* | -14 | 0.7 | 1 | / | -8 | -5 | -1 | -2 |
| CCCCOc1ccc(N=Cc2cccs2)cc1 | -7 | 3 | -0.1 | -1 | -1 | -2 | 0 | 6 | -1 |
| COc1ccc(OCCn2c(=N)n(CCO)c3ccccc32)cc1 | -6 | -35 | -3.5 | -2 | 2 | 7 | 8 | 3 | -3 |
| C=CCN=c1scc(-c2ccc(F)cc2)n1/N=C/c1ccccn1 | -4 | 60* | -1.0 | -1 | -12 | 33* | -9 | 7 | 5 |
| CCCCN(CCCC)C1=Nc2ccccc2N/C1=C(/C#N)C(=O)OCC | -7 | 0 | -2.0 | -23 | 8 | -9 | -10 | 4 | 3 |
| COc1cccc(CNC(=O)CSc2ccc(-c3ccccn3)nn2)c1 | -13 | -14 | 1.2 | 0 | 4 | -10 | 8 | 8 | 2 |
| CCN(CC)CCCNC(=O)c1sc2ncn(CC(=O)Nc3ccc(C)c(Cl)c3)c(=O)c2c1C | -5 | 3 | -2.0 | 2 | 4 | 17 | 3 | 6 | 5 |
| Cc1ccccc1NC(=O)Nc1ccc(C(F)(F)F)cc1 | -12 | 18 | 0.1 | -2 | -2 | -2 | -11 | 2 | 0 |
| COc1ccc(CN2CCC(N3CCC(C(=O)N4CCOCC4)CC3)CC2)c(F)c1 | 4 | -22 | 11* | 0 | -2 | -13 | -4 | 4 | -2 |
| CCC1(C)Cc2ccccc2-c2nc3n(c(=O)c21)CC(C(=O)O)S3 (configuration not stated) | -7 | 5 | 1.3 | -2 | 10 | 2 | -11 | 1 | 1 |
| S=c1[nH]cnc2scc(-c3ccc(Cl)cc3)c12 | -8 | 8 | 1.2 | 28 | / | -6 | -6 | -2 | -3 |
| CN1CCN(C(=O)CSc2nc(-c3cccs3)ccc2C#N)CC1 | -2 | 8 | -0.5 | 1 | 2 | -10 | 3 | 1 | -2 |
| CN(CC1CCOCC1)C(=O)CC1C(=O)NCCN1Cc1cccc(Oc2ccccc2)c1 (configuration not stated) | 2 | -15 | 1.1 | -1 | 4 | -8 | 4 | 6 | 3 |
| O=S(=O)(c1ccc(Br)s1)N1CCN(c2ccccc2)CC1 | -2 | 12 | 1.7 | -2 | 3 | 0 | 8 | 6 | -2 |
| CN(C)S(=O)(=O)N1CCCN(S(=O)(=O)N(C)C)CC1 | -1 | -17 | 2.8 | -1 | -2 | -1 | -25 | 2 | 2 |
| CN(NC(=O)COc1ccccc1)C1=NS(=O)(=O)c2ccccc21 | 3 | -3 | -0.8 | / | 4 | -16 | 2 | 9 | 2 |
| Cn1c(N)c(C(=O)COC(=O)c2ccccn2)c(=O)n(C)c1=O | -4 | 9 | 1.3 | -1 | 0 | 8 | 2 | 6 | 0 |
| Cc1ccc2c(c1)cc(CN(Cc1cccnc1)C(=O)c1ccccc1)c1nnnn12 | -7 | 3 | 1.9 | / | 5 | 8 | 1 | -2 | -3 |
| CN1CCN(c2ncc(CN3C(=O)c4ccccc4C3=O)s2)CC1 | -11 | 17 | 2.4 | 2 | 9 | 6 | -13 | 4 | 1 |
| C/C(=N\N=C(/N)SC1CC(=O)N(c2cccc(Cl)c2)C1=O)c1cccs1 (configuration not stated) | 0 | 33 | -1.3 | -22 | -10 | 18 | 8 | 4 | -4 |

The closing 2 records of the part before come first, to join the parts:
| SMILES | RBBP9 inhibitor | NPY1 pot ag | S1P4 agonist | Runt-CBFb FRET | NPY-Y1 antag | NPY-Y2 PAM-ag | S1P4 antagonist | BaF3 tox | Ba/F3 V617F tox |
| --- | --- | --- | --- | --- | --- | --- | --- | --- | --- |
| CN1CCN(c2ncc(CN3C(=O)c4ccccc4C3=O)s2)CC1 | -11 | 17 | 2.4 | 2 | 9 | 6 | -13 | 4 | 1 |
| C/C(=N\N=C(/N)SC1CC(=O)N(c2cccc(Cl)c2)C1=O)c1cccs1 (configuration not stated) | 0 | 33 | -1.3 | -22 | -10 | 18 | 8 | 4 | -4 |
| CC1CC(C(F)(F)F)n2ncc(C(=O)O)c2N1 (configuration not stated) | -4 | 5 | -1.1 | 1 | 6 | -2 | -8 | 0 | -4 |
| c1ccc2c(c1)nnn2Cc1nnc2sc(-c3ccncc3)nn12 | 1 | -17 | 0.0 | 2 | -5 | -9 | -6 | -2 | -4 |
| Cc1c(Cl)cnc(NC(=O)COC(=O)Cc2coc3ccc4ccccc4c23)c1Cl | 3 | -33 | 1.0 | 1 | 23* | -14 | -9 | 0 | -4 |
| COc1cc(C)c(Cl)cc1S(=O)(=O)NCc1ccco1 | 0 | 12 | 0.2 | 1 | 15 | 7 | 5 | 5 | 3 |
| Cn1nc(C(F)(F)F)c(-c2ccccc2)c1N | -1 | 13 | 0.1 | 2 | / | 0 | -13 | 2 | -6 |
| COC(=O)c1ccccc1NC(=O)Nc1cnccn1 | 0 | 12 | 3.3 | 2 | 4 | 6 | -11 | 5 | 16 |
| Cc1cc(N2CCC(C)CC2)nc2cccc(O)c12 | -3 | 4 | -0.9 | 2 | 6 | -4 | -8 | 1 | -1 |
| Cc1nc(NCc2ccco2)c2c(C)c(C)sc2n1 | -7 | 2 | 1.6 | -1 | 1 | 16 | -14 | 4 | 27* |
| Cn1ccnc1SCC(=O)Nc1ccccc1 | -5 | -3 | 0.8 | -2 | 0 | -3 | 15 | 4 | -1 |
| O=C(NCc1csc(-c2cccs2)n1)c1cccc(Cl)c1 | -4 | 17 | 0.8 | -2 | / | 4 | -7 | -1 | -2 |
| Cc1cc(C(=O)N2CCN(C/C=C/c3ccccc3)CC2)cs1 | -10 | -29 | 0.2 | 0 | 3 | -8 | 4 | 3 | 0 |
| Cc1cc(=O)[nH]c(SCC(=O)Nc2cc(S(=O)(=O)N(C)C)ccc2Cl)n1 | -2 | 11 | 2.0 | 1 | 3 | -1 | 2 | 1 | 0 |
| COC(=O)c1cc(C)sc1NC(=O)C1CC=CCC1C(=O)O (configuration not stated) | 3 | -33 | 1.2 | -2 | 13 | -38 | -11 | 6 | 4 |
| Cc1c(C(=O)NCc2ccccc2Cl)oc2c1C(=O)CCC2 | -5 | 14 | -1.1 | 1 | 3 | 6 | 5 | 2 | -1 |
| CC(C)(C)NC(=O)CN(C(=O)CS(=O)CC(=O)Nc1ccc(F)cc1)c1ccc2c(c1)OCCO2 (configuration not stated) | -8 | 4 | 3.2 | 3 | 2 | 2 | -14 | 2 | -1 |
| COc1ccccc1OP(=O)(O)Oc1ccccc1OC | 4 | 12 | 2.9 | 1 | 2 | -7 | -10 | 5 | 1 |
| C/C(=N\NC(=O)C(=O)Nc1cc(Cl)ccc1Cl)c1ccncc1 | -7 | -14 | -1.1 | -6 | -2 | 7 | -15 | 9 | 0 |
| Cc1ccc(CNC(=O)c2csc3c2CCCCC3)cc1 | 1 | 10 | 1.4 | -2 | 0 | 17 | -6 | -1 | -2 |
| CCOC(=O)C(C(=O)Nc1cccc(C)c1)C1CCCCC1 (configuration not stated) | 4 | 3 | 1.0 | 1 | 8 | 13 | -9 | 1 | 1 |
| C=CCC1c2cccc(C(=O)OC)c2C(=O)N1c1ccccc1 (configuration not stated) | -4 | 22 | -1.5 | -5 | 4 | 9 | -16 | 3 | -2 |
| CCC1CCCCN1S(=O)(=O)c1ccc(NC(=O)c2cccs2)cc1 (configuration not stated) | -16 | 1 | 0.7 | -3 | -3 | 11 | -12 | 1 | -3 |
| Cc1ccc(NC(=O)COC(=O)Cc2ccsc2)cc1S(=O)(=O)N(C)C | -3 | 7 | 1.4 | 3 | / | -28 | 2 | -11 | 3 |
| COC(=O)C1=C(C)N(c2cccc(C(C)=O)c2)C(=O)C1 | 5 | -5 | -0.5 | -1 | -1 | -1 | -14 | 5 | -1 |
| Cc1ccc(C(=O)/C=C/C(=O)O)cc1 | -11 | -9 | -0.9 | 31 | 7 | -15 | -11 | 2 | -4 |
| Cc1ccccc1Cn1nc(C)c(NC(=O)/C=C/c2cnn(C)c2C)c1C | -4 | 20 | 1.4 | 0 | 1 | 6 | -12 | 2 | -1 |
| Cc1ccc(SC(C)C(=O)NCc2cccnc2)cc1 (configuration not stated) | -6 | 27 | 2.1 | / | 2 | 2 | -33 | -1 | 0 |
| Fc1ccc(Oc2nnnn2-c2ccccc2)cc1 | 5 | -13 | -0.8 | 1 | 3 | 2 | -22 | 4 | 0 |
| N/C(=N\OC(=O)COc1ccc(Cl)cc1Br)c1ccncc1 | -5 | 3 | 9.1 | -3 | 0 | -10 | -29 | 3 | 0 |
| C/C(=N/NC(=O)c1ccco1)c1cccc(NC(=O)c2ccc(C)o2)c1 | -3 | 1 | -2.9 | 1 | 6 | -2 | 9 | -1 | 0 |
| c1ccc2[nH]c(NC3=NCCC3)nc2c1 | 2 | -3 | -0.4 | 3 | -1 | -5 | -20 | 1 | -4 |
| COc1ccc(C=Nc2ccc3[nH]ncc3c2)c(O)c1 | -5 | -3 | 0.0 | 17 | 2 | 0 | -7 | -2 | -5 |
| Cc1cc(C)c2c(C)nn(C3CCCCC3)c2n1 | -1 | 17 | 4.0 | -2 | -6 | 16 | -12 | 4 | -1 |
| CC(=O)Nc1ccc2nc(NC(=O)COc3cccc(C)c3)sc2c1 | 4 | 6 | 0.0 | -2 | -2 | 3 | 5 | 6 | 2 |
| COc1ccc(OC)c(-c2cc(C(=O)Nc3ccc(F)cc3F)no2)c1 | 0 | -1 | -0.9 | -2 | -4 | -5 | 5 | 0 | -3 |
| O=C(NNC(=S)Nc1ccc(Br)cc1Cl)c1ccncc1 | -1 | -1 | 3.1 | -3 | -3 | 6 | -12 | 2 | -4 |
| CCOc1ccc2nc(NCCNC(=O)C(C)C)c(C)cc2c1 | -8 | -8 | -1.6 | 23 | 2 | -8 | -8 | 8 | -3 |
| CCOC(=O)C(C)n1nc(C)c2sc3ccccc3c2c1=O (configuration not stated) | 5 | -13 | 0.8 | / | 16 | 5 | 24 | 1 | -4 |
| O=C(Cc1ccc(F)cc1)Nc1nnc(SCC(=O)NC2CCCC2)s1 | -1 | -8 | 2.2 | 0 | 3 | 1 | -9 | 1 | 0 |
| COC(=O)c1cc(OC)nc(OC)c1 | -2 | -9 | 0.7 | 0 | / | 3 | 6 | -1 | -1 |
